Kir21 block: inhibitors of mouse Kir2.1 inward-rectifier potassium channel; Inward rectifier potassium channel 2 (Mus musculus), P35561; HEK293-Kir2.1, FluxOR thallium flux fluorescence; active compounds read low; B-score at 10 µM; hit rate 0.85% among 310,000; AID 1672, 2009;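 active means fluorescence ratio B-score at or below minus 3 SD of library scores, with starting-brightness B-score within 2 SD, cut at about -4.2 in these data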;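 further: channel flux triggered by added potassium and thallium sulfate stimulus; B-score of peak minus minimum fluorescence over baseline after thallium stimulus; more negative B-score means stronger Kir2.1 block with less thallium influx; some compounds called inactive have numbers as strong as hits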
Target sequence (P35561 whole entry, looked up): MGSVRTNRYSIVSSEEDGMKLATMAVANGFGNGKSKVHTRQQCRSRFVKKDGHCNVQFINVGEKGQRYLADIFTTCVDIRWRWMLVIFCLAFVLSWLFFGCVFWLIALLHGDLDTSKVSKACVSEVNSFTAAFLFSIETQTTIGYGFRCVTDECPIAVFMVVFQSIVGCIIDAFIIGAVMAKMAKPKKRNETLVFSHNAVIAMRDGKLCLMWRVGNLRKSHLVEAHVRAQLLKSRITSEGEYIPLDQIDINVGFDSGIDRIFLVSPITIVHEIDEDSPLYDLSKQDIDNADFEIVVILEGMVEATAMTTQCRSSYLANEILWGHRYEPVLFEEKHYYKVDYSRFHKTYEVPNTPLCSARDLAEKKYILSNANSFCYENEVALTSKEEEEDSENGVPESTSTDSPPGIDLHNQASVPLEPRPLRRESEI
STK33 inh: inhibitors of purified STK33 kinase, primary screen, biochemical, ADP-Glo luminescence, homogeneous, cell-free; Serine/threonine-protein kinase 33 (Homo sapiens), Q9BYT3; MBP phosphorylation; inhibition, % at 10 µM; hit rate 0.073% among 320,000; AID 2661, 2010;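 active means inhibition at or above 25%, using the most active replicate where run in duplicate; inactive means inhibition below 25%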
Target sequence (Q9BYT3 whole entry, looked up): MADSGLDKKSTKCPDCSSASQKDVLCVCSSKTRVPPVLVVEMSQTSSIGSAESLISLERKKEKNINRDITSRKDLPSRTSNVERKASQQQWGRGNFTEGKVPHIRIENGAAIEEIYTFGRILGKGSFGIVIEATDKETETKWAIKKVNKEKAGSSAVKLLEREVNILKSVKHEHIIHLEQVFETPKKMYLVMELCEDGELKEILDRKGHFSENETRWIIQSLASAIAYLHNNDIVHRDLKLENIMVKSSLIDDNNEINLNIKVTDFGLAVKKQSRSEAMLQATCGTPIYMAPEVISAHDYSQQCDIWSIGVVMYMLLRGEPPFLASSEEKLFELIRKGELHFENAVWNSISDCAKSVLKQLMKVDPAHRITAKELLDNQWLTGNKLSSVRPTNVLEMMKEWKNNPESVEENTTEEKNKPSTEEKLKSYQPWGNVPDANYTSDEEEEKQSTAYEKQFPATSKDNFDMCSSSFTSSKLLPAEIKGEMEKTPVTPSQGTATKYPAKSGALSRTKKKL
Active calls of the source: *; / = not tested or not shown.

nr | compound | Kir21 block | STK33 inh
1 | Cc1ccc(C)c(NC(=O)COC(=O)c2ccc3c(c2)OCCO3)c1 | / | 0.6
2 | CN(C)C(=O)CSc1nnc(Cc2ccc([N+](=O)[O-])cc2)o1 | -0.18 | -1.3
3 | CCC(C)(C)n1nnnc1C(c1ccc2ncccc2c1)N1CCN(c2nc3ccccc3s2)CC1 (stereo not drawn) | 0.04 | 3.1
4 | CC(C(=O)NCc1ccc(Cl)cc1)n1cccc1C(=O)c1ccccc1 (stereo not drawn) | -3.5 | -0.3
5 | CC(C)C(c1nnnn1Cc1ccccc1)N1CCN(Cc2ccco2)CC1 (stereo not drawn) | -0.76 | 3.8
6 | CCC(=O)Nc1sccc1C(=O)OC | -0.19 | -0.4
7 | CC1=NN(C(C#N)c2ccccc2)C(c2ccccc2)C1 (stereo not drawn) | -2.9 | 1.3
8 | CS(=O)(=O)N1Cc2ccccc2CC1C(=O)Nc1ccccc1C(N)=O (stereo not drawn) | -0.86 | -0.4
9 | COc1ccc(CC(=O)N/N=C(\C)c2cccs2)cc1 | 0.02 | -1.1
10 | Cc1cc(C)c(C(=O)OCCNC(=O)c2cccnc2)cc1C | 0.94 | 0.7
11 | O=C(OCC(=O)N1CCN(C(=O)c2ccco2)CC1)c1ccc(Cl)cc1 | / | 0.0
12 | Nc1c(C(=O)NCCN2CCOCC2)c2nc3ccccc3nc2n1-c1ccc2c(c1)OCO2 | 1.3 | -0.1
13 | COC(=O)c1ccc(CNC(=O)COC(=O)/C=C/c2cc(OC)c(OC)c(OC)c2)cc1 | / | 2.9
14 | Cc1ccccc1CN1CCN(C/C=C/c2ccccc2)CC1 | 0.54 | -1.4
15 | CCOc1ccc(N2CC(C(=O)NCc3ccco3)CC2=O)cc1 (stereo not drawn) | -0.01 | 0.3
16 | O=C(CSc1nc(-c2ccccc2)cc(=O)[nH]1)Nc1ccccc1 | 2.1 | 0.2
17 | Cc1nonc1C1CCCN1C(=O)c1cc(COc2cccc(C(F)(F)F)c2)on1 (stereo not drawn) | -0.73 | 0.2
18 | Cc1ccc(C(=O)CCC(=O)O)cc1 | 0.77 | -0.2
19 | CC1CN(C2CC(C)(C)NC(C)(C)C2)CCC1=O (stereo not drawn) | -2.1 | -1.6
20 | O=C(CCC(=O)N1CCOc2ccccc21)NCCCc1ccccc1 | 0.05 | -0.6
21 | CSCCC(NC(=O)OCc1ccccc1)C(=O)O (stereo not drawn) | 1.2 | -1.5
22 | CCOC(=O)c1c(C)c(C(=O)N2CCc3ccccc3C2)c(C)n1CC | 1.4 | -1.2
23 | CCN(CC)S(=O)(=O)c1cccc(-c2csc(C)n2)c1 | 0.04 | -2.2
24 | COC(=O)c1c(Oc2nc(OC)cc(OC)n2)cccc1Oc1nc(OC)cc(OC)n1 | -0.89 | -0.8
25 | COc1ccc(OC)c(C2NC(=S)NC3=C2N2CCC3CC2)c1 (stereo not drawn) | 0.04 | -1.4
26 | COC(=O)c1ccc(S(=O)(=O)N(C2CCCCC2)C2CCCCC2)n1C | 0.28 | 0.1
27 | CCOc1ccc(N2C(=O)CC(NCCc3c[nH]c4ccccc34)C2=O)cc1 (stereo not drawn) | 0.97 | -0.9
28 | CCCC1Cc2nc(Cl)c(C#N)cc2CO1 (stereo not drawn) | 0.31 | 0.7
29 | O=C(CSc1nc2[nH]ncc2c(=O)n1-c1ccccc1)NCCc1ccccc1 | 1.2 | 0.4
30 | O=c1c(C/C=C/c2ccccc2)c(O)nc2n1CCCS2 | -0.3 | 9.4
31 | COc1ccc(C)cc1-n1c(N)c(C#N)c(C#N)c1-c1ccc(OC)c(OC)c1OC | 0.44 | -0.2
32 | CNC(=O)c1ccc(-n2cccn2)nc1 | 1.3 | -0.5
33 | COc1ccc(OCC(=O)NN2Cc3ccccc3C2=N)cc1 | 1.6 | 1.0
34 | Cc1ccc2nc(SCC(=O)Nc3ccc(C(N)=O)cc3)[nH]c2c1 | -0.74 | -0.8
35 | O=C1C2C(c3ccccc3)CC=CC2[C@H](c2ccc(C(F)(F)F)cc2)N1Cc1ccccc1 (stereo partly drawn) | -1.8 | -1.2
36 | COc1ccc(NC(=O)C/C(C)=N/NC(=O)COc2ccc(OC)cc2)cc1 | -0.07 | -0.6
37 | CCOC(=O)C1(O)CSc2nc3sc(C(=O)O)c(C)c3c(=O)n21 (stereo not drawn) | 3.1 | -2.1
38 | NC(=O)CC(NC(=O)Cc1cccc2ccccc12)c1ccc(N2CCC(N3CCCCC3)CC2)c([N+](=O)[O-])c1 (stereo not drawn) | 0.73 | 0.3
39 | CCOCCCNC(=O)C1CC(=O)N(C2CCCC2)C1 (stereo not drawn) | -1.1 | -0.7
40 | Cc1occc1C(=O)NNC1=CC(=O)CC(C)(C)C1 | -0.51 | 0.6
41 | CNC(=O)c1nc(C)c(C2(C)CC(c3cccc([N+](=O)[O-])c3)=NO2)s1 (stereo not drawn) | 0.17 | -0.3
42 | Cc1ccnc2nc(C(=O)Nc3ccc(N4CCOCC4)cc3)nn12 | -0.27 | 6.6
43 | C/C(=N\NC(=O)c1ccc(OC2CCCC2)cc1)c1ccc(O)cc1 | 0.26 | -0.3
44 | Cc1ccc(C)c(C(=O)COC(=O)CN2C(=O)C3C4C=CC(C4)C3C2=O)c1 (stereo not drawn) | 0.19 | 0.2
45 | Cc1nn(-c2ccccc2)c(C)c1CCC(=O)O | 0.82 | -0.7
46 | COc1cc(C(=O)OCC(=O)NC2CCCC2)cc(OC)c1OC | -0.03 | 0.4
47 | CN1CCc2c(sc(N)c2C(=O)O)C1 | 1.7 | 1.7
48 | CN(C)CC/C=C1\c2cc(F)ccc2CSc2ccccc21 | -0.13 | /
49 | COc1ccc(NC(=O)CNC(=O)C2CCCCC2)cc1 | 0.27 | -1.2
50 | O=P(Cc1ccccn1)(c1ccccc1)c1ccccc1 | -0.67 | -1.6

Further entries
nr | compound | Kir21 block | STK33 inh
51 | O=C(CC12CC3CC(CC(C3)C1)C2)N/N=C\c1ccc[nH]1 | 0.52 | -1.5
52 | COc1ccccc1CNC(=O)[C@@H]1CCCN1S(=O)(=O)c1ccccc1F | 1.3 | -1.1
53 | Cc1sc(NC(=S)Nc2ccc(F)cc2)c(C(N)=O)c1C | 0.64 | 4.8
54 | Clc1cccc2c1CCN(Cc1nc(-c3cnccn3)no1)C2 | 0.65 | 1.6
55 | CCOC(=O)c1sc(NC(=O)c2ccc3ncsc3c2)nc1C | 0.84 | -0.1
56 | CC(=O)Nc1c(NC(C)C)c2ccccc2oc1=O | 0.67 | -0.5
57 | O=C(NC(c1cccnc1)C(F)(F)F)c1cc(COc2ccc3c(c2)CCCC3)on1 (stereo not drawn) | -0.63 | -0.7
58 | CCOc1ccc(/C(O)=C2\C(=O)C(=O)N(c3cc(C)on3)C2c2ccccc2OC)cc1 (stereo not drawn) | 2.6 | -0.4
59 | COC(=O)c1ccccc1S(=O)(=O)N(Cc1cc2ccc(OC)cc2[nH]c1=O)CC1CCCO1 (stereo not drawn) | -0.07 | 0.1
60 | CCOc1ccccc1NC(=O)NNC(=O)COc1cccc(C)c1C | 1.7 | -1.2
61 | O=C(NCc1ccccc1)C(=O)NCC1OCCN1S(=O)(=O)c1ccc2c(c1)OCCO2 (stereo not drawn) | -2.7 | 1.8
62 | CS(=O)(=O)N1CCCC(C(=O)Nc2ccccc2C(F)(F)F)C1 (stereo not drawn) | -1.8 | 0.8
63 | C=CCn1c(SCC(=O)NC(=O)Cc2ccccc2)nc2ccccc2c1=O | / | 1.0
64 | O=C1COc2ccc(C(=O)COC(=O)c3ccc(F)cc3Cl)cc2N1 | / | -0.8
65 | Cc1ccc(C(=O)NNC(=O)CSc2nnc3c(n2)[nH]c2ccc(C)cc23)cc1 | 2.3 | -1.0
66 | COc1ccc(CN2CCN(C(=O)c3ccc(CNS(=O)(=O)c4ccc(C)cc4)cc3)CC2)c(OC)c1OC | 1 | -1.3
67 | Cc1ccc(S(=O)(=O)CCc2nc3ccccc3s2)cc1 | -0.73 | 2.4
68 | CNS(=O)(=O)c1ccc(NC(=O)C(CCSC)NC(N)=O)cc1 (stereo not drawn) | 0.71 | /
69 | O=C(Cn1c(=O)cnc2ccccc21)N1CCN(S(=O)(=O)c2ccccc2Br)CC1 | 0.04 | 4.4
70 | COCCSc1nnc(NC(=O)C2CC(=O)N(c3ccc(Cl)cc3)C2)s1 (stereo not drawn) | -0.22 | 0.4
71 | CN1CCN(C(=O)CCN2C(=O)c3ccccc3S2(=O)=O)CC1 | 0.09 | -1.9
72 | CN(C)c1ccc(/C=N/NC(=O)CNC(=O)/C=C/c2ccccc2)cc1 | -0.24 | 0.4
73 | Cc1ccc(C2CC(C(F)(F)F)n3nc(C(=O)Nc4c(C)n(C)n(-c5ccccc5)c4=O)cc3N2)cc1 (stereo not drawn) | 0.32 | -1.9
74 | O=C(Cn1c(C(F)(F)F)nc2ccccc21)c1ccccc1 | -0.18 | -0.9
75 | CN(c1ncnc(N)c1[N+](=O)[O-])C1CCCCC1 | -0.59 | 3.3

Exported with the structure last: entries from further up
nr | Kir21 block | STK33 inh | SMILES
72 | -0.24 | 0.4 | CN(C)c1ccc(/C=N/NC(=O)CNC(=O)/C=C/c2ccccc2)cc1
52 | 1.3 | -1.1 | COc1ccccc1CNC(=O)[C@@H]1CCCN1S(=O)(=O)c1ccccc1F
58 | 2.6 | -0.4 | CCOc1ccc(/C(O)=C2\C(=O)C(=O)N(c3cc(C)on3)C2c2ccccc2OC)cc1 (stereo not drawn)
64 | / | -0.8 | O=C1COc2ccc(C(=O)COC(=O)c3ccc(F)cc3Cl)cc2N1
75 | -0.59 | 3.3 | CN(c1ncnc(N)c1[N+](=O)[O-])C1CCCCC1

New compounds follow.
nr | compound | Kir21 block | STK33 inh
76 | Cc1cc(NN)nc(Cc2ccccc2)n1 | -0.13 | -0.8
77 | CN(c1ccccc1C(=O)O)S(C)(=O)=O | 2.1 | -0.3
78 | COc1ccc(NC(=S)NNC(=O)CCn2cc([N+](=O)[O-])cn2)cc1 | 0.02 | -3.5
79 | COc1ccc(-c2nc3c(c(=O)[nH]c(=O)n3Cc3ccccc3)n2C)cc1 | 0.28 | -0.5
80 | CC1CCCN(C2=NC(=O)/C(=C/c3cn(-c4ccccc4)nc3-c3cccc(S(=O)(=O)N(C)C)c3)S2)C1 (stereo not drawn) | 2.4 | -0.2
81 | CC(Oc1cc(C(F)(F)F)cc(C(F)(F)F)c1)C(=O)NC(N)=O (stereo not drawn) | -0.29 | 1.8
82 | Cc1cccc(C)c1OCC(=O)N/N=C/c1cc2c(cc1[N+](=O)[O-])OCO2 | 1.2 | -1.3
83 | O=C(c1cc2cc(Br)ccc2o1)N1CCOCC1 | 0.54 | -2.6
84 | CCOc1ccc(N(CC(=O)NCc2cccnc2)S(=O)(=O)c2ccc(F)cc2)cc1 | -1.4 | -1.6
85 | CCn1c(CCNC(=O)c2ccc(OC)cc2)nnc1SCC(=O)Nc1ccccc1F | 0.03 | -2.9
86 | COc1ccc(-n2c3nc4ccccc4nc3c3c(=N)oc(C)nc32)cc1 | -0.43 | -0.7
87 | O=C(O)CC1(Cc2nc(-c3cccs3)no2)CCCC1 | -2.3 | -0.9
88 | COc1ccc(NC(=O)CSc2nc3ccc(Nc4nc(N5CCOCC5)nc(N5CCOCC5)n4)cc3s2)cc1 | 2.3 | -0.5
89 | O=C(Cc1ccsc1-c1ccccc1)NO | -0.59 | 0.2
90 | CCOc1ccccc1NC(=S)NC(=O)c1ccco1 | -0.24 | /
91 | Cc1ccc(CN2CC(C(=O)N(C)CC(=O)Nc3cccc(F)c3)CC2=O)cc1 (stereo not drawn) | -0.04 | -0.4
92 | CNC(=O)c1ccc2c(c1)nnn2C | 0.04 | -2.1
93 | Cc1cccc(N/N=C/c2ccncc2)c1 | -1 | 4.2
94 | CCOC(=O)C1(Cc2ccccc2C(F)(F)F)CCN(CC2CC2)CC1 | -0.51 | -0.9
95 | O=C(C(=O)N1CCN(c2ccc(F)cc2)CC1)N1CCCCC1 | -0.26 | -0.6
96 | CCCC(CCC)C(=O)Oc1cc(C)[nH]c(=O)c1[N+](=O)[O-] | -0.92 | -1.4
97 | C/C(CC1(O)C(=O)N(Cc2ccccc2)c2ccccc21)=N\O (stereo not drawn) | -0.93 | 0.1
98 | O=C(Cn1ncc2c([nH]c3ccccc32)c1=O)Nc1ccc(F)cc1F | 0.31 | -0.3
99 | Cc1cc(C)c2c(c1)C1C=CCC1C(c1ccc(S(=O)(=O)N3CCOCC3)cc1)N2 (stereo not drawn) | -0.93 | -1.6
100 | CCc1noc(C)c1C(=O)NNC(=O)c1cc(OC)cc(OC)c1 | / | -1.4

Three compounds from above, arranged by number of heavy atoms, high to low.
nr | compound | Kir21 block | STK33 inh
98 | O=C(Cn1ncc2c([nH]c3ccccc32)c1=O)Nc1ccc(F)cc1F | 0.31 | -0.3
89 | O=C(Cc1ccsc1-c1ccccc1)NO | -0.59 | 0.2
92 | CNC(=O)c1ccc2c(c1)nnn2C | 0.04 | -2.1

(listing goes on)
nr | compound | Kir21 block | STK33 inh
101 | C[C@H](NC(=O)[C@@H]1Cc2ccccc2CN1C(=O)OC(C)(C)C)C(=O)NC1CCCC1 | -0.21 | -3.1
102 | CC1/C(=N/O)CC(c2ccccc2)N(C)C1c1ccccc1 (stereo not drawn) | -0.46 | -2.1
103 | COc1ccc(C2C(C(=O)Nc3cccnc3)=C(C)Nc3nc(-c4cccs4)nn32)cc1OC (stereo not drawn) | -2 | -0.9
104 | O=C(CCl)Nc1ccc(Sc2ccc(NC(=O)CCl)cc2)cc1 | -0.65 | /
105 | O=[N+]([O-])c1ccc(Oc2ccc(S(=O)(=O)Nc3ccccc3)cc2)cc1 | 0.49 | /
106 | C=CCn1c(O)c(N=O)c2cc(C)ccc21 | -0.18 | -1.2
107 | Cc1ccc(N(Cc2cc3ccccc3[nH]c2=O)S(=O)(=O)c2ccccc2)cc1 | 1.2 | -2.7

Source: PubChem
